PolyA inhibitor: polyadenylation inhibitors in yeast reporter cells, primary screen, luminescence, S. cerevisiae. calls only at 12 µM. S. cerevisiae SKY197-pL101 polyadenylation reporter, beta-gal luminescence; efflux-impaired pdr1/pdr3 knockout yeast; score 100 = 6 SD above DMSO. actives 0.02% (n = 300,000). AID 1875, 2009;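 active means lowest replicate activity score at least 50, where 100 means six control SD above control mean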;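 further: yeast exposed to compound for 9 h at 30 °C; higher score means more reporter readthrough which indicates perturbed polyadenylation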
KCNK9 block: KCNK9 potassium channel inhibitors, primary screen, HEK293 cells, thallium flux. Potassium channel subfamily K member 9 (Homo sapiens), Q9NPC2. FluxOR thallium flux fluorescence; stronger effect = lower value. B-score at 10 µM. actives 1.2% (n = 310,000). AID 488922, 2010;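 active means ratio B-score over 3 SD below the library mean, with starting fluorescence within 5 SD of its mean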;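 further: negative B-score means less thallium flux so channel inhibition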
GSK3B inh: human GSK3beta kinase inhibitors, primary screen, biochemical, cell-free homogeneous, HTS | GST-GSK3beta kinase, ADP-Glo luminescence, 60 min; stronger effect = lower value | Glycogen synthase kinase-3 beta (Homo sapiens), P49841 | actives 0.038% (n = 300,000) | AID 2097, 2009 | activity score (negative = inhibition), % at 10 µM;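 active means more than half of replicate wells score below -50%, meaning over 50% inhibition versus plate controls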;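 further: 0% = median DMSO wells and -100% = median GW8510 positive control wells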
Target sequence (P49841 whole entry, looked up): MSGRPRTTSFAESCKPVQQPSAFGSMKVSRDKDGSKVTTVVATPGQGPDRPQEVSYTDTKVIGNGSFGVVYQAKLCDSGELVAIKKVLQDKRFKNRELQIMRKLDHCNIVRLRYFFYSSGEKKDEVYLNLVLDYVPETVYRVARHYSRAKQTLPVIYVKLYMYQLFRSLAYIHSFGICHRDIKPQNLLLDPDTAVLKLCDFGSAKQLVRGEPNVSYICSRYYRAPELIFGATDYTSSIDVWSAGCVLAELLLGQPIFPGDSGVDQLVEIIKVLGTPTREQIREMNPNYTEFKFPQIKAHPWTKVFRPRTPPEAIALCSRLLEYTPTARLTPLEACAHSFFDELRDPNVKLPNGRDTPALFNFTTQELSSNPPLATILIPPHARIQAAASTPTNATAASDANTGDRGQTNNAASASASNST
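Test system – GST-tagged human GSK3beta kinase, cell-free · Incubation – 60 min enzyme reaction, room temperature · Signal – ADP-Glo luminescence · Also added – peptide substrate and ATP at 25 µM · Controls – DMSO neutral wells and GW8510 at 20 µM as positive · Buffer or medium – Tris/MgCl2 kinase buffer · Measure – Luminescence-derived activity versus plate DMSO and GW8510 wells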
hERG rescue: hERG rescue from dofetilide block, primary screen, cell-based, CHO-hERG, FluxOR thallium flux, dofetilide IC70 | Voltage-gated inwardly rectifying potassium channel KCNH2 (Homo sapiens), Q12809 | dofetilide IC70 present | activation (rescue from dofetilide block), less the hit threshold, % at 10 µM | actives 0.51% (n = 310,000) | AID 1511, 2009;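 active means activation above the mean of controls blocked by dofetilide plus 5 SD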;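 further: thallium influx through hERG after potassium depolarization seen as dye fluorescence rise; in these data hits start at about 4.7%; inactives centre near -7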
HDAC3 inh: HDAC3 deacetylase inhibitors, primary screen, biochemical, fluorescence, cell-free homogeneous; Histone deacetylase 3 (Homo sapiens), O15379; recombinant HDAC3, fluorogenic peptide/trypsin coupled; inhibition, % at 8.3 µM; actives 0.15% (n = 320,000); in the data active means inhibition above about 26%, passing the limit was not always enough
KCNQ1 act: potentiators or activators of KCNQ1 channel, primary screen, cell-based, thallium flux, high-throughput; Potassium voltage-gated channel subfamily KQT member 1 (Homo sapiens), P51787; CHO-K1 KCNQ1, thallium flux FluxOR fluorescence; stronger effect = higher value; B-score at 10 µM; actives 0.35% (n = 310,000); AID 2648, 2010;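 active means fluorescence ratio B-score, a plate-corrected score, at least three library SD, with initial intensity B-score within 5 SD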
Target sequence (P51787 whole entry, looked up): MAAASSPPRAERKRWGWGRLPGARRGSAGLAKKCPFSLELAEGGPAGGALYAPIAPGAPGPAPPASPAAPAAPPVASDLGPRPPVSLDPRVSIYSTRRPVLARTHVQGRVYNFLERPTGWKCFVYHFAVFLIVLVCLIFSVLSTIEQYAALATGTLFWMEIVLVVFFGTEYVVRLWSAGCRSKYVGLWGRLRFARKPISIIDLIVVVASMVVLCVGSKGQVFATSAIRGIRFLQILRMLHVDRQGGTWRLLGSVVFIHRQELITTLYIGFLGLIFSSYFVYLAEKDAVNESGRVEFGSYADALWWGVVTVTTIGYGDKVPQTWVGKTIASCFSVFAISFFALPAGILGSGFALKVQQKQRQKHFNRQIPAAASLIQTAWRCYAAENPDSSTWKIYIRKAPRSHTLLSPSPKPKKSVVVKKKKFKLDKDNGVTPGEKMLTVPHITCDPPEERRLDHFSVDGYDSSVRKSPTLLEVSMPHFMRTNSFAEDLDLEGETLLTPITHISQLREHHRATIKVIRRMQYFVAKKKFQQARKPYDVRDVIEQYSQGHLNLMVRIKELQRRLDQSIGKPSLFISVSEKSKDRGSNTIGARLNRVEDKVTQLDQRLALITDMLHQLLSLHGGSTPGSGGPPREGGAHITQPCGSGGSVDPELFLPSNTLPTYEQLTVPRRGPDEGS
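Assay system: CHO-K1 cells stably expressing KCNQ1. Medium: assay buffer for compound exposure, DMSO matched across wells. Timing: 37 °C overnight plating, 90-min dark dye load, 20-min compound pretreatment. Signal: kinetic FluxOR fluorescence, 10 s baseline plus 110 s post-stimulus.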
KCNK3 block: human KCNK3 channel inhibitors, primary screen, CHO cells, FluxOR thallium flux, B-score. Potassium channel subfamily K member 3 (Homo sapiens), O14649. FluxOR fluorescence; stronger effect = lower value. B-score at 10 µM. actives 0.84% (n = 340,000). AID 602410, 2012;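 active means B-score under library mean minus 4 SD, starting fluorescence ratio at most library mean plus 5 SD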;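 further: more negative B-score means stronger inhibition of thallium flux through KCNK3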
RGS4 act: RGS4 potentiators or activators, primary screen, cell-based, HEK293 M3R inducible RGS4, calcium flux; carbachol calcium flux Fluo4; stronger effect = lower value; B-score at 10 µM; actives 0.92% (n = 310,000); AID 463111, 2010;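 active means B-score of the integrated calcium signal more than 4 SD below the library mean, with starting fluorescence not abnormally high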;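 further: negative B-score means reduced calcium response which marks RGS4 activation or potentiation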
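Detection: kinetic calcium fluorescence imaging with Fluo4-AM dye, 2 µM / Material: HEK293 cells with stable M3R and inducible RGS4 / Schedule: recording 10 s baseline at 1 Hz, 100 s post-agonist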
Dyrk1A ADPGlo: rat Dyrk1A kinase inhibitors, primary screen, biochemical, single point, plate reader; inhibition, % at 12.5 µM; actives 0.43% (n = 310,000); ADP-Glo luminescence, NFATc1 peptide; AID 504441, 2011; Dual specificity tyrosine-phosphorylation-regulated kinase 1A (Rattus norvegicus), Q63470; in the data active means inhibition above about 50%;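 further: plate controls were vehicle with enzyme for no effect and no enzyme for full effect; many of its hits are not listed in these tables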
GSK3 alpha inh: blockers of GSK3A enzyme activity – biochemical, luminescence, cell-free homogeneous, HTS, primary screen; AID 2650, 2010; GSK-3 alpha kinase, ADP-Glo luminescence, 60 min; actives 0.1% (n = 320,000); Glycogen synthase kinase-3 alpha (Homo sapiens), P49840; inhibition, % at 10 µM;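 in the data active means inhibition above about 50%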;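 further: GST-tagged GSK-3 alpha with peptide substrate and 25 µM ATP; 0% = DMSO neutral wells and 100% = GW8510 positive control wells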
KCNQ1 inh: inhibitors of human KCNQ1 channel, primary screen, cell-based, thallium flux, high-throughput. Potassium voltage-gated channel subfamily KQT member 1 (Homo sapiens), P51787. CHO-K1 KCNQ1, FluxOR thallium flux fluorescence; stronger effect = higher value. B-score at 10 µM. actives 1.3% (n = 310,000). AID 2642, 2010;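 active means compounds whose thallium flux B-score, printed positive for inhibition, exceeds three library SD while starting fluorescence stays within three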;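 further: channel opened by potassium depolarization with thallium stimulus after 20 min compound exposure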
An asterisk follows results filed as active; i = inactive; nt = no result given.

SMILES | PolyA inhibitor | KCNK9 block | GSK3B inh | hERG rescue | HDAC3 inh | KCNQ1 act | KCNK3 block | RGS4 act | Dyrk1A ADPGlo | GSK3 alpha inh | KCNQ1 inh
N/C(=N\OC(=O)CCCc1ccccc1)c1cccc([N+](=O)[O-])c1 | i | i | 3 | -4 | 11 | i | i | i | -10 | -3 | i
COc1cc(C2NC(=O)NC(c3ccccc3)=C2C(C)=O)cc(Cl)c1OCC(=O)O (configuration not stated) | i | i | 2 | -8 | 3 | i | i | i | -2 | 1 | i
COc1cc(N2CCCC2)c(OC)cc1/C=C(/C#N)c1ccc(F)cc1 | i | -12* | 1 | -15 | -2 | i | i | i | 2 | 0 | 7*
CN(C)c1ccc(/C=C/c2nc3ccccc3s2)cc1 | i | i | -1 | -11 | -2 | i | i | -7.5* | 4 | 10 | i
COCCn1c(=O)[nH]c2cc(C(=O)NCc3ccccc3)ccc2c1=O | i | i | 1 | -13 | -4 | i | i | i | -2 | -1 | i
CCOC(=O)N1CCN(Cc2c(O)ccc3ccccc23)CC1 | i | i | -5 | 0 | -1 | i | i | i | 1 | -1 | i
C/C(=N\NC(=O)CSCc1cccc(Br)c1)c1ccc([N+](=O)[O-])cc1 | i | i | -3 | -8 | 3 | i | i | i | -5 | 1 | i
CCN(CC)C(=O)CSc1nc(C)cc(-c2cccs2)c1C#N | i | i | 0 | 1 | 0 | i | i | i | -4 | -2 | i
O/N=C1\CCCc2oc3c(c21)CCCC3 | i | i | 0 | -10 | -2 | i | i | i | -4 | -2 | i
O=C(CC1SCCNC1=O)Nc1ccccc1Cl (configuration not stated) | i | i | 1 | -6 | -2 | i | i | i | 0 | 1 | i

Entries of single compounds, quoted from the list. Values in the order: PolyA inhibitor	KCNK9 block	GSK3B inh	hERG rescue	HDAC3 inh	KCNQ1 act	KCNK3 block	RGS4 act	Dyrk1A ADPGlo	GSK3 alpha inh	KCNQ1 inh
COc1cc(C2NC(=O)NC(c3ccccc3)=C2C(C)=O)cc(Cl)c1OCC(=O)O (configuration not stated) is listed with i	i	2	-8	3	i	i	i	-2	1	i
O=C(CC1SCCNC1=O)Nc1ccccc1Cl (configuration not stated) is listed with i	i	1	-6	-2	i	i	i	0	1	i

(listing goes on)
SMILES | PolyA inhibitor | KCNK9 block | GSK3B inh | hERG rescue | HDAC3 inh | KCNQ1 act | KCNK3 block | RGS4 act | Dyrk1A ADPGlo | GSK3 alpha inh | KCNQ1 inh
S=C(Nc1ccc(Br)cc1)N1CCN(C2CCCCC2)CC1 | i | i | 1 | -12 | -1 | i | i | i | 4 | 5 | i
O=C(CCc1nc(-c2ccccc2)no1)NCc1cccnc1 | i | i | 3 | -8 | 1 | i | i | i | 0 | 0 | i
COC(=O)N/N=C/c1cn(CCOc2cccc(OC)c2)c2ccccc12 | i | i | 2 | -2 | 8 | i | i | i | 0 | -1 | i
Cc1nc(CS(=O)c2ccccc2)cc(N2CCOCC2)n1 (configuration not stated) | i | i | -1 | 2 | -1 | i | i | i | 3 | -1 | i
Cc1ccc(CNC(=O)C(=O)Nc2nccs2)cc1 | i | i | 0 | -11 | -2 | i | i | i | -1 | -5 | i
CCOC(=O)c1ccc(NC(=O)N2CCN(c3ccccn3)CC2)cc1 | i | i | -4 | -9 | -5 | i | i | -7.1* | -1 | -1 | i
O=C(NCc1ccc(Cl)cc1Cl)Nc1ccccc1 | i | i | -2 | -10 | 3 | i | i | i | -1 | -1 | i
CCC(=O)N1CCN(c2ccccc2NC(=O)c2cccc(C)c2)CC1 | i | i | -3 | -9 | 6 | i | i | i | -5 | -1 | i
c1ccc(Cc2nnc(Sc3ccccc3)c3ccccc23)cc1 | i | -8.5* | -4 | -14 | -3 | i | i | i | 6 | 0 | i
N#CC(c1ccc(Cl)nn1)c1c(F)cccc1Cl (configuration not stated) | i | i | 3 | -9 | -2 | i | i | i | 0 | 0 | i
COC(=O)c1ccccc1Oc1c(F)c(F)nc(N2CCOCC2)c1F | i | i | 2 | -16 | 0 | i | i | i | -2 | -3 | i
CCCOc1ccc(C(=O)NCC(c2ccco2)N(C)C)cc1OC (configuration not stated) | i | i | 0 | -12 | -10 | i | i | i | 0 | 2 | i
CC(=O)c1cccc(NC(=O)N2CCCc3ccccc32)c1 | i | i | 0 | -9 | -1 | i | i | i | 2 | -2 | i
O=Cc1c(SCCO)nc2ccccn2c1=O | i | i | -1 | -4 | nt | i | i | i | 6 | 3 | i
CC(=O)Nc1ccc(CN2CCCC(CO)(Cc3cccc(Cl)c3)C2)cc1 (configuration not stated) | i | i | 2 | -6 | nt | i | i | i | 4 | 1 | i
N=C1S/C(=C\c2ccc(O)cc2)C(=O)N1c1ccc(F)cc1 | i | i | -2 | -13 | -7 | i | i | i | 78* | -5 | i
CCOC(=O)C1CCN(C(=O)CN(c2ccc(Cl)c(C(F)(F)F)c2)S(C)(=O)=O)CC1 | i | i | 1 | -6 | 0 | i | i | i | -4 | 0 | i
CCCOc1ccc(N2C(=O)CC(NCc3cccs3)C2=O)cc1 (configuration not stated) | i | i | -1 | -9 | 1 | i | i | i | 2 | -2 | i
CC(C)COc1ccc(C(=O)Nc2ccccc2[N+](=O)[O-])cc1 | i | i | -1 | -6 | 2 | i | i | i | -11 | -2 | i
CN(C)CCN(Cc1ccco1)C(=O)c1cc2c(Cl)nc3ccccc3c2s1 | i | i | -5 | -7 | 5 | i | i | i | 2 | 6 | i
COc1cccc(C(=O)N(CN2CCCC2=O)c2ccccc2OC)c1 | i | i | -3 | -3 | -2 | i | i | i | 5 | -2 | i
C=C(C)CC(c1ccccc1)N(C(C)=O)c1ccco1 (configuration not stated) | i | i | 0 | -3 | -7 | i | i | i | 1 | 7 | i
CC1=C(C(=O)OCc2ccccc2)C(c2cccs2)NC(=O)N1CCCC(=O)O (configuration not stated) | i | i | -6 | -13 | -1 | i | i | i | 3 | -1 | i
CCC(=O)N1CCc2cc(Br)cc(S(=O)(=O)CCC(=O)NCCOC)c21 | i | i | -1 | -12 | 5 | i | i | i | -5 | -6 | i
CCCC(CCC)C(=O)Nc1ccncc1 | i | i | -2 | -3 | -14 | i | i | i | 0 | 0 | i
CC(C)C(=O)Nc1ccc(S(=O)(=O)N2CCC(c3nc4ccccc4[nH]3)CC2)cc1 | i | i | -1 | -15 | 2 | i | i | i | -7 | -2 | i
COc1ccc(C2CC(c3cccs3)=NN2C(=O)CSC2=NCCS2)cc1 (configuration not stated) | i | i | 1 | -20 | 0 | i | i | i | -8 | -3 | i
CC(=O)NCCSC(=O)c1ccc(F)cc1 | i | i | 1 | -8 | 1 | i | i | i | 0 | 3 | i
Cc1ccc(C)c(S(=O)(=O)N2CC(=O)N(CCc3ccccc3)C(=O)C2)c1 | i | i | 1 | -8 | 6 | i | i | i | 0 | -1 | i
CCC(C)[C@H]1CNC(=S)N1CCC12CC3CC(CC(C3)C1)C2 (some centres not stated) | i | i | 4 | -8 | -3 | i | i | i | -1 | 3 | i
Cc1cc(NC(=O)CSCc2ccc([N+](=O)[O-])cc2)no1 | i | i | 2 | 2 | 1 | i | i | i | nt | -2 | i
Fc1ccc(Nc2ncnc3sccc23)cc1 | i | i | -3 | -4 | 4 | i | i | i | 28 | 0 | i
COc1ccc(CNC(=O)C(C#N)c2nc3ccccc3nc2N2CCN(C)CC2)cc1 (configuration not stated) | i | i | 0 | -12 | -1 | i | i | i | 15 | 2 | i
CCc1cccc(C)c1NC(=O)C(c1ccccc1)N1CCC1=O (configuration not stated) | i | i | 0 | -11 | 4 | i | i | i | -9 | -2 | i
Cc1cc(C)cc(Oc2ccc(C(F)(F)F)cc2C#N)c1 | i | i | 0 | -3 | 10 | i | i | i | 1 | -1 | i
CN(C)c1ccc(C(CC(=O)O)C(=O)O)cc1 (configuration not stated) | i | i | 1 | -10 | 1 | i | i | i | -1 | nt | i
CC(=O)c1ncnn1CC(=O)c1ccc(Cl)cc1Cl | i | i | -2 | 2 | -4 | i | i | i | 1 | 1 | i
FC(F)(F)c1ccc(CN2C[C@@H]3C(c4ccc(Cl)nc4)C4(c5cccnc5)CC3(C4)[C@H]2c2ccccc2)cc1 (some centres not stated) | i | i | -5 | -8 | 12 | i | nt | i | nt | 3 | i
CCC(=O)Nc1nc2ccccc2n1CCN1CCOCC1 | i | i | -5 | -6 | 3 | i | i | i | -3 | 0 | i
Cc1nc(N2CCCCC2C)c2c(C)c(C(=O)Nc3ccccc3C(F)(F)F)sc2n1 (configuration not stated) | i | -14* | -2 | -13 | 5 | i | i | i | -1 | nt | 9*
O=C(COc1ccccc1)N1CCNC1=O | i | i | -1 | -6 | 12 | i | i | i | -2 | -1 | i
O=C(c1ccco1)N1CCN(Cc2csc(-c3ccccc3Cl)n2)CC1 | i | i | 4 | -9 | -1 | i | i | i | -5 | -1 | i
O=C1NC2(Nc3ccccc31)C(=O)Nc1ccccc12 (configuration not stated) | i | i | -9 | -8 | -5 | i | i | i | 20 | 4 | i
COCCC(=O)N1CCC(Oc2ccc(C(=O)N3CCC[C@H]3CO)cc2)CC1 | i | i | 3 | -8 | 4 | i | i | i | -9 | nt | i
CN(C)CCN(C(=O)c1ccco1)c1nc2cc3c(cc2s1)OCCO3 | i | i | 1 | -8 | -3 | i | i | i | 0 | 1 | i
CN(C)CCN(Cc1cc2cc3c(cc2nc1Cl)OCO3)C(=O)c1ccco1 | i | i | 3 | -5 | 5 | i | i | i | -3 | 0 | i
O=C(COC(=O)c1ccc(O)cc1)NCC1CCCO1 (configuration not stated) | i | i | 2 | -7 | 8 | i | i | i | -1 | 3 | i

Not all compounds are listed (hit frequency here may not be typical).
